Screening data: PubChem BioAssay, several laboratories
TROY signal inh = blocks TROY-dependent signaling in reporter cells; AID 1347056; inhibition, % at 10 µM; Q293 LMP1-TROYcd NF-kB luciferase reporter, 4 h; 360,000 tested, 0.98% active;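 active = compounds whose plate-normalised and pattern-corrected inhibition of the luciferase reporter signal at the single screening dose is 50% or more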
SRC1 inh = human NCOA1 inhibition. inhibition, % at 3.6 µM. HEK293 GAL4-SRC1 luciferase reporter, luminescence. AID 588354. 360,000 tested, 0.12% active;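 active = inhibition above the campaign mean plus 3 SD, with each screening campaign given its own cutoff, cut at about 60% in these data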;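 note: 0% = DMSO treated cells and 100% = gossypol at 36 µM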
TWEAK-Fn14 inh = blocks TWEAK-Fn14 interaction in a reporter cell assay. 360,000 tested, 2% active. inhibition, % at 10 µM. TWEAK-stimulated Fn14 reporter cells, luciferase luminescence, 8 h; in the data active = inhibition above about 50%
SRC2 inh = inhibits human steroid receptor coactivator 2; 370,000 tested, 0.17% active; HEK293 GAL4-SRC2 luciferase reporter, luminescence; inhibition, % at 9 µM; Q15596; AID 651957;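 active = inhibition above the mean inhibition of all tested compounds plus 3 SD, set per campaign, cut at about 52% in these data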;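 note: 0% = DMSO treated cells and 100% = cells given Gossypol at 36 µM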
TLR9-MyD88 inh = inhibitors of human TLR9-MyD88 binding; CHO BLA complementation TLR9-MyD88, CCF4 FRET ratio; inhibition, % at 4.98 µM; AID 504734; 340,000 tested, 0.21% active;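 active = inhibition above the mean over all tested compounds plus 3 SD, cut at about 21% in these data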;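 note: 0% = DMSO only wells and 100% = clavulanate BLA inhibitor control wells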
ABHD5 PLIN5 PPI = ABHD5-PLIN5 protein interaction inhibition. Q00G26+Q8WTS1. Split G. princeps luciferase complementation, luminescence, 4 h. inhibition, % at 4 µM. 360,000 tested, 0.78% active;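 active = inhibition above the mean inhibition across every tested compound plus 3 SD, cut at about 22% in these data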;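 note: 0% = DMSO only wells and the 100% control is not disclosed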
SRC3 inh = inhibitors of human steroid receptor coactivator 3 (SRC3). 360,000 tested, 0.17% active. HEK293 GAL4-SRC3 luciferase reporter, luminescence. inhibition, % at 3.6 µM. Q9Y6Q9;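 active = inhibition above a per-campaign cutoff, the mean of all compounds plus 3 SD, cut at about 60% in these data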;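 note: 0% = DMSO-treated cells and 100% = gossypol-treated cells at 36 µM; higher means less SRC3-driven luciferase light from the GAL4 reporter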
NOD2 RIPK2 PPI = NOD2-RIPK2 protein interaction inhibition; 360,000 tested, 0.38% active; inhibition, % at 4.98 µM; O43353; CHO BLA complementation NOD2-RIPK2, CCF4 ratio; AID 624267; in the data active = inhibition above about 21%;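 note: 0% = vehicle only and 100% = reference blocker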
COUP-TFII inh = NR2F2 (human) inhibition, primary screen; HEK293T NGFI-A luciferase reporter, luminescence; P24468; inhibition, % at 8.6 µM; AID 686940; 370,000 tested, 0.7% active;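 active = inhibition above a per-plate cutoff, mean inhibition of test wells between control levels plus 3 SD, cut at about 38% in these data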;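 note: cells cotransfected with COUP-TFII expression vector driving the NGFI-A reporter; 0% = median of COUP-TF2 test wells and 100% = reporter-only cells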
Target sequence (P24468 whole entry, looked up): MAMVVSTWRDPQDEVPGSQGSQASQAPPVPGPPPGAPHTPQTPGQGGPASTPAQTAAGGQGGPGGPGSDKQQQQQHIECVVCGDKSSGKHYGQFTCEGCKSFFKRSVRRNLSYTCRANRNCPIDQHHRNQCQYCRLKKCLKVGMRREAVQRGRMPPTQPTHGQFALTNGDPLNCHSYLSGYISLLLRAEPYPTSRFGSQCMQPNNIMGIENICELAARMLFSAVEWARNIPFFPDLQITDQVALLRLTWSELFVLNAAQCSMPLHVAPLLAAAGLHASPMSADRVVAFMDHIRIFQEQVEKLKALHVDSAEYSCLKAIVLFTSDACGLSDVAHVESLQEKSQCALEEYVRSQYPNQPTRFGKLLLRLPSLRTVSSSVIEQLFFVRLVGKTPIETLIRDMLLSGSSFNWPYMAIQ
LRH-1 inv ag = suppresses constitutive activity of human LRH-1. O00482. HEK293T StAR-luciferase reporter, LRH-1 transfected, 24 h. 360,000 tested, 0.13% active. inhibition, % at 3.6 µM;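 active = inhibition above the mean inhibition of all tested compounds plus 3 SD, cut at about 73% in these data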;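 note: 0% = DMSO wells and 100% = reporter-only cells lacking LRH-1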
Target sequence (O00482 whole entry, looked up): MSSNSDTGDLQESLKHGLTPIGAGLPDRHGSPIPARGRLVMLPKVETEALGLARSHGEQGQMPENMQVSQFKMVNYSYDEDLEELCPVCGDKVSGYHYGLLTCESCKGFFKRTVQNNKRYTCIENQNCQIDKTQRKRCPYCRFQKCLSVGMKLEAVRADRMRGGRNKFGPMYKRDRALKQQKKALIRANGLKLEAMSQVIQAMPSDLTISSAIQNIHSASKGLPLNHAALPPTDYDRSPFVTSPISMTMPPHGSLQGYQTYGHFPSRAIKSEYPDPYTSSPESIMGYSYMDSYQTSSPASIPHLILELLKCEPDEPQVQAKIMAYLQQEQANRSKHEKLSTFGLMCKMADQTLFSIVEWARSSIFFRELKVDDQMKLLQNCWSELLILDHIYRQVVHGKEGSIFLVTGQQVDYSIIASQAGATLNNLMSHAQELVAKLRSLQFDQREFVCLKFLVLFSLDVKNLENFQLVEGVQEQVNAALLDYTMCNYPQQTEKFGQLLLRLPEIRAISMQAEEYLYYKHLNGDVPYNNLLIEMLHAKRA
Granule exo inh = lytic granule exocytosis inhibition; TALL-104 LAMP-1 surface exposure, flow cytometry; cells stimulated with thapsigargin and PMA; inhibition, % at 10 µM; 360,000 tested, 0.66% active; AID 651702;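 active = inhibition above about 55%, limit read from the data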
Numbers without * were called inactive; . = no result given. An excerpt (hit frequency here may not be typical).

SMILES	TROY signal inh	SRC1 inh	TWEAK-Fn14 inh	SRC2 inh	TLR9-MyD88 inh	ABHD5 PLIN5 PPI	SRC3 inh	NOD2 RIPK2 PPI	COUP-TFII inh	LRH-1 inv ag	Granule exo inh
O=C(Nc1nnc(C2CC2)s1)c1cccnc1Oc1ccc(Cl)cc1	-16	-6	-7	-15	-2	7	15	-6	2	2	0
Cc1ccc(NC(=O)Cn2nnc(C(=O)Nc3ccc(C)c(C)c3)c2N)cc1	-25	-4	-17	1	3	0	-4	4	5	13	-2
O=S(=O)(c1ccc2ccccc2c1)N1CCN(CCO)CC1	1	11	-2	1	2	4	1	0	14	6	-12
O=C(Nc1nc(-c2cc(Cl)sc2Cl)cs1)c1ccc(Br)s1	5	-30	47	-41	2	2	8	-18	5	-7	-2
CC(C)N(C(=O)CSc1nnc(-c2ccc3c(c2)OCO3)n1C)C(C)C	13	-18	12	16	-3	4	0	-9	13	0	-1
Cc1ccc(S(=O)(=O)NNC(=O)C2Cc3c(ccc4ccccc34)O2)cc1 (stereo not given)	29	-5	10	11	9	8	13	8	-4	1	8
O=C(Nc1ccccc1Cl)C1CCCN1C(=O)OCc1ccccc1 (stereo not given)	1	16	25	2	-2	-5	-45	-2	-10	13	-1
Cc1cc(NC(=O)CSc2nnnn2-c2ccc(C)c(Cl)c2)no1	0	-15	13	-6	-1	-5	-6	9	-4	-14	10
O=C(NCCO)c1scc2c1OCCO2	12	7	2	4	1	1	5	-13	6	4	-2
O=C(NCCC1=CCCCC1)C(=O)NCC1OCCCN1S(=O)(=O)c1ccc(F)cc1 (stereo not given)	-4	1	-11	11	8	-1	8	-2	3	8	0
Cc1ccc(S(=O)(=O)N(C)C)cc1NC(=O)C(C)OC(=O)CC1CC2CCC1C2 (stereo not given)	11	10	-17	10	-11	8	2	-37	7	19	3
COc1cc(/C=C/C(=O)OCC(=O)N2c3ccccc3NC(=O)C2(C)C)cc(OC)c1OC	28	6	40	15	5	-2	-14	-1	-16	-1	-1
Cc1ccc(-n2ncc3c(=O)n(CC(=O)NCc4ccco4)cnc32)cc1C	-6	-3	21	-10	-9	5	2	3	-3	11	8
Cc1cc(C)cc(NC(=O)CN2C(=O)NC(C)(c3ccccc3)C2=O)c1 (stereo not given)	7	4	6	3	-8	8	7	-2	4	9	8
c1ccc2oc(Cc3ccc(Cc4nc5ccccc5o4)cc3)nc2c1	11	13	-8	2	-8	5	-3	-2	33	14	3
CC(=O)Nc1ccc(S(=O)(=O)N2CCC(C(=O)NC3CC3)CC2)cc1	2	2	0	8	-1	0	-1	-10	-9	5	8
O=c1cc(-c2cccc(F)c2)[nH]c2ccccc12	27	-1	-11	5	5	3	8	2	-64	23	3
COc1ccc(CCNC(=O)Cn2cnc3c(cnn3C(C)(C)C)c2=O)cc1OC	-15	-7	-15	-18	0	5	0	2	16	19	-8
O=C1CCC(=O)N1c1nc2nc(-c3ccccc3)cc(-c3ccccc3)n2n1	-14	-6	6	9	2	6	-15	-4	4	2	-2
Oc1ccc(Br)cc1-c1cc(-c2ccccc2F)[nH]n1	-17	-4	8	-34	1	-3	-24	3	-6	-7	4
COc1ccc2c(c1)c(C(C)=O)c(C)n2CCc1ccc(OC)c(OC)c1	-19	1	-26	-5	-14	1	7	-2	2	14	5
COc1ccc2nc(C)cc(N3CCN(S(=O)(=O)c4ccccc4F)CC3)c2c1	-6	2	-11	-7	2	0	15	10	10	18	-6
CC(OC(=O)[C@H](C)NC(=O)c1ccccc1Cl)C(=O)NCc1ccc2c(c1)OCO2 (stereo not given in full)	18	12	7	17	-2	-8	-11	0	17	7	-4
Cc1onc(-c2ccccc2Cl)c1C(=O)Nc1ccc(S(=O)(=O)N2CCCC2)cc1	-2	-9	-15	-12	-5	-5	0	-5	-12	7	-8
Cc1nnc(NC(=O)C(c2ccccc2)c2ccccc2)s1	-2	19	38	2	3	-1	-9	-10	-6	12	5
CCCn1c(SCC(=O)NC2CCCC2)nnc1-c1ccccn1	11	-6	2	-9	1	2	2	-18	13	4	-2
Cc1cccc(C(=O)Nc2ccccc2C(=O)NCc2cccnc2)c1	2	11	26	-6	-11	1	-6	3	3	-8	-12
CCN(CC(=O)NCc1cccs1)C(=O)c1ccc(OC)c(S(=O)(=O)N2CCOCC2)c1	7	-44	3	9	-5	-3	3	-4	10	-9	-8
Cc1ccccc1N1C(=O)c2cccc([N+](=O)[O-])c2C1=O	18	1	-18	8	-8	-1	16	-12	-15	15	-5
CCOC(=O)c1cnc2ncnn2c1N	2	-1	4	-38	-2	2	-19	-1	-9	-6	1
Cc1ccc(OCC(=O)Nc2nc(-c3ccccn3)cs2)c(C)c1	-16	-26	1	-11	-2	2	-32	1	-4	4	0
COc1cc(C(=O)NNC(=O)c2ccoc2C)cc(OC)c1OC	-10	16	-16	9	-3	12	1	-14	-9	11	14
CSc1ccc(CN2CCCC(CNC(=O)c3ccc(F)cc3)C2)cc1 (stereo not given)	8	-15	-8	11	9	2	-6	4	1	-9	-1
O=C(CC[C@H]1O[C@@H](n2ccc(=O)[nH]c2=O)[C@H](O)[C@@H]1O)N[C@@H](Cc1ccccc1)C(=O)NCc1ccccc1	-5	-5	-20	17	.	-2	-5	-6	19	-8	-2
CCCNC(=O)CSc1nnc(C)s1	-3	-52	15	1	3	0	9	-7	-3	15	-5
Cc1cc([N+](=O)[O-])nn1CCCC(=O)N1CCN(c2ccc(F)cc2)CC1	8	8	14	-2	8	7	17	6	0	-11	-3
Cc1ccc(C(=O)N(C)CCOc2ccccc2)cc1S(=O)(=O)N1CCCCC1	2	3	5	-15	4	-12	9	4	11	21	11
Cn1nc(C(=O)N2CCN(C(c3ccccc3)c3ccccc3)CC2)c2ccccc2c1=O	11	19	-6	-17	5	-5	15	7	18	17	2
c1ccc(C[C@H]2CN=C(Nc3ccccc3)N2CC2CCC2)cc1	-16	-50	-10	-2	-2	-9	-11	-11	1	-7	18
Cc1c(N2C(=O)SC(CC(=O)O)C2=O)c(=O)n(-c2ccccc2)n1C (stereo not given)	-17	6	-13	8	4	-2	6	0	3	8	1
Cc1ccc(C23CC4CC(CC(C(=O)NC(C(=O)O)C(C)C)(C4)C2)C3)cc1 (stereo not given)	4	-3	-5	-13	-3	-3	-5	-8	4	-3	1
COc1ccc(CN(C)CC2CCCN(CCc3ccc(Cl)cc3)C2)cc1OC (stereo not given)	-3	-3	-25	-21	-2	-4	6	-4	-4	-9	14
CC(=O)OCC(=O)[C@@]1(O)CC[C@H]2[C@@H]3C[C@H](C)C4=CC(=O)C=C[C@]4(C)[C@H]3[C@@H](O)C[C@@]21C	5	-11	-8	-1	7	4	-38	5	-19	2	-3
CCc1nc2ccc(C(=O)NCCCN3CCCC3=O)cn2c1N(C)C(=O)c1cccc(OC)c1	5	14	13	-13	.	8	-5	-5	13	-12	1
Cc1cc(C(=O)CSc2nc(N)cc(=O)[nH]2)c(C)n1-c1cccc(F)c1	-2	12	4	21	-3	2	5	-17	27	25	-2
CCCCSc1nc2sc3c(c2c(=O)n1-c1ccccc1)CCN(C)C3	-12	1	-38	10	-2	7	-8	-11	-7	8	-8
O=c1cc(CN2CCN(c3ccccn3)CC2)nc2sccn12	-1	7	-12	-22	-1	-3	-11	-3	5	-18	-4
COCCN(CC(=O)Nc1cccc(C)c1C)C(=O)Cn1c(=O)cnc2ccccc21	-1	1	3	-15	5	2	2	3	-14	3	0
O=C(COC(=O)CCC(=O)c1ccc(Cl)cc1)NCc1ccc(F)cc1	3	12	9	-1	-9	-4	8	-14	-6	6	15
N#Cc1c(NC(=O)CCC(=O)O)sc2c1CCCCC2	8	-7	2	-44	5	-2	0	-4	-7	5	-1
O=C(N/N=C/c1ccco1)c1cc(-c2ccncc2)nc2ccccc12	18	-12	-11	-18	13	-4	6	3	-19	-6	3
O=C(Nc1nccs1)C1CC=CCC1C(=O)OCC(F)(F)C(F)F (stereo not given)	5	-19	11	-3	1	-3	18	-8	-1	14	0
COc1ccc(OC(=O)CCc2c[nH]c3ccccc23)cc1	-1	-11	1	17	-9	3	0	-3	-3	10	0
O=c1[nH]ncn1-c1ccccc1C(F)(F)F	20	-7	-3	-11	5	4	-4	-1	3	5	0
Cc1ccc2oc(=O)n(Cc3ccc(OC(C)C)cc3)c2c1	-16	-16	-7	-3	-2	-13	4	-1	4	-10	9
C=CCN(c1ccc(C(=O)NCCCn2ccnc2)cc1)S(C)(=O)=O	5	-11	-17	5	-4	6	5	-1	11	4	3
O=C(Nc1ccccc1N1CCOCC1)[C@@H]1O[C@H](CO)[C@H](O)[C@H](O)[C@H]1O	-1	-3	-11	-11	.	-9	-3	-4	13	13	-9
Cc1ccc(S(=O)(=O)NCCC(=O)Oc2ccc3ccc(=O)oc3c2)cc1	-10	1	2	5	-5	4	17	-3	-14	3	1
COC(=O)C1=CN(CC2CCCO2)C=C(C(=O)OC)C1c1cccc(O)c1 (stereo not given)	-21	2	-1	-19	.	2	6	-2	23	6	-1
COC(=O)c1[nH]nc(-c2ccccc2)c1-c1ccccc1	4	13	0	2	-11	5	4	-5	-5	-2	6
Following part.
SMILES	TROY signal inh	SRC1 inh	TWEAK-Fn14 inh	SRC2 inh	TLR9-MyD88 inh	ABHD5 PLIN5 PPI	SRC3 inh	NOD2 RIPK2 PPI	COUP-TFII inh	LRH-1 inv ag	Granule exo inh
Cn1c(=S)[nH]c2[nH]c(=O)cnc2c1=O	3	-16	-7	5	10	3	15	8	14	-12	-3
CCN(CC)C(=O)CN(c1cccc(C(F)(F)F)c1)S(C)(=O)=O	2	-2	-7	9	3	1	-6	2	7	9	2
CC1(C)Cc2c(sc(/N=C/N3CCCC3)c2C#N)C(C)(C)N1	-2	-13	-22	13	-2	-1	1	8	-10	-12	0
COCC(=O)Nc1ccc2c(c1)OCC(=O)N2Cc1ccccc1F	1	-2	-13	26	-6	-5	4	5	28	20	-6
Cc1cccc(NC(=O)c2cc([N+](=O)[O-])ccc2N2CCN(C)CC2)c1	-3	12	-12	-21	0	2	25	3	29	9	-1
COc1cccc(N=C2SC(CC(=O)Nc3ccccc3)C(=O)N2Cc2ccccn2)c1 (stereo not given)	-36	-84	11	10	-14	4	-8	-11	-2	-2	-1
CCOc1ccc(/C=C(\C#N)C(=O)Nc2ccccn2)cc1	-36	-30	-45	-3	-15	-11	-2	1	14	-19	6
Cc1cc(NC(=O)c2cc(S(=O)(=O)N3CCCCC3)ccc2C)n(-c2ccccn2)n1	-7	-1	33	-14	-7	7	0	-2	6	6	1
CC(=O)c1ccc(S(=O)(=O)NCC(=O)NC(c2nc3ccccc3[nH]2)C(C)C)cc1 (stereo not given)	2	-30	17	12	-3	-11	18	5	0	-29	-3
O=C(CN(C1CCCCC1)S(=O)(=O)c1ccc(Cl)cc1)NCc1ccncc1	2	-9	11	0	-4	-5	5	-11	-4	-2	2
